Dynein cargo inh – inhibitors of GR-EGFP nuclear translocation, primary screen, dynein cargo transport inhibitor project, imaging, high-content, 3617.4 mouse cells; test concentration mostly 20 µM; stimulated with dexamethasone, 1 µM; active compounds read low; z-score, hits read low; 220,000 compounds, 0.47% hits; AID 1381, 2008;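 active = plate z-score of nuclear minus cytoplasmic receptor signal below a set negative limit, without overly bright fluorescence or cell loss, cut at about -3.5 in these data, passing the limit was not always enough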;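 note: z-score of nuclear minus cytoplasmic ring GR-EGFP intensity difference per well; some compounds called inactive have numbers as strong as hits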
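Medium: Induction medium lacking tetracycline, stripped serum | Probe or stimulus: 1.0 µM final dexamethasone stimulus | Schedule: 48 h induction, then 1 h compound, then 30 min agonist, 37 °C | Signal: Automated 10x imaging of fixed Hoechst-stained cells | Evaluation: Per-cell GR-EGFP intensity, nucleus versus surrounding cytoplasmic ring, well-averaged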
P. falciparum M17LAP – P. falciparum M17LAP inhibitors, primary screen, biochemical, fluorogenic H-Leu-NHMec substrate, 1536-well (AID 1619); Leucine aminopeptidase (Plasmodium falciparum (isolate 3D7)); recombinant M17LAP, H-Leu-NHMec fluorogenic kinetic assay; higher % means a stronger effect; inhibition, % at 30 µM, or IC50 in µM where a hit was titrated; 220,000 compounds, 0.38% hits;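 active = compound inhibiting the enzyme by more than half at any dose during confirmatory dose-response retesting; inconclusive = strong single-dose inhibitors picked by rank but not retested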;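 note: plate controls were full reaction with DMSO carrier for no effect and no enzyme background for full effect; strong numbers were not always called active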
Insulin prom up – insulin promoter activators in MIN6 cells, imaging, high-content screening, mouse beta cells | MIN6 insulin promoter-GFP reporter; active compounds read high | z-score at 5 µM | 190,000 compounds, 0.3% hits | AID 1625, 2009;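 active = z-score above 3 at 5 µM with at least 500 cells counted in the well; inconclusive = wells under 500 cells, flagged as cytotoxic or low count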
Autophagy mod – autophagy modulators in MEF cells, primary screen, imaging, high-content, MEF GFP-LC3 | 190,000 compounds, 0.98% hits | MEF GFP-LC3 puncta imaging; test concentration mostly 10 µM | AID 463193, 2010 | calls only at 10 µM (by protocol);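 active = percentage of spot-positive cells more than 3 SD above its plate mean, without a fluorescence outlier flag or 80% toxicity; inconclusive = no clear call, values can overlap the other calls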;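 note: spot-positive cell cutoff set from DMSO-treated cells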
MT stabilizer – microtubule stabilizers in HeLa cells, primary screen, imaging, high-content imaging | 200,000 compounds, 0.83% hits | % tubulin-high responders, % at 10 µM | AID 2205, 2009 | HeLa tubulin immunostaining HCS, 24 h; share of cells brighter than vehicle mean+2SD;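 active = plate Z-score above 3 for both tubulin-high and condensed-nucleus cell shares, with cell loss under 80%, at 10 µM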;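 note: anti alpha tubulin signal scored within the nucleus-defined area of each cell; some results filed as inactive read as strong as hits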
Lipid droplet – inhibitors of hepatocyte lipid droplet formation, primary screen, imaging, high-throughput imaging, BODIPY stain. 240,000 compounds, 0.4% hits. AML12 mouse hepatocytes, oleate lipid droplets. inhibition, % at 6.5 µM;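 active = lipid droplet intensity inhibited by at least 50%, with more than 500 cells counted; inconclusive = wells with under 300 cells, treated as cytotoxic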
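Material: mouse AML12 hepatocyte cell line, fixed after treatment; Timing: compound with oleate, overnight; Technique: high-content imaging of BODIPY-stained droplets and DAPI nuclei; Probe or stimulus: oleate, 100 µM final; Dosing: compound at 6.5 µM only.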
CSM14.1 death rescue – rescue of cells from ER stress-induced death, primary screen, 384-well, CSM14.1, thapsigargin, ATP luminescence (AID 1222) | cellular ATP content (survival), % at 20 µM, or EC50 in µM where a hit was titrated | 190,000 tested, under 10 active | CSM14.1 thapsigargin-induced death rescue, ATP luminescence; higher % means a stronger effect;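 active = EC50 below 50 µM in the dose-response confirmation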;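 note: death triggered by thapsigargin at about 15 µM added after 2 h compound pretreatment; cell ATP read after overnight thapsigargin exposure of roughly 18 to 22 hours; normalized against plate controls of thapsigargin alone and 5% DMSO vehicle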
Yfh1-off respiration – enhancers of respiration in Yfh1-depleted yeast, dose response, Friedreich's ataxia, plus single-dose screen (AID 1465). 220,000 compounds, 0.074% hits. one-dose fold induction at 50 µM; EC50 in µM for titrated hits. S. cerevisiae Yfh1-off respiration, WST-1 reduction, 72 h; higher fold induction means a stronger effect;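 active = fold induction of absorbance versus untreated yeast above a set limit, then at least 30% activation at any dose in follow-up; inconclusive = repeats straddling the limit, or above it without dose testing; inactive = fold induction below the set limit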;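 note: activators that raise dye reduction in frataxin-depleted yeast; strong numbers were not always called active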
M1AAP inhibition – P. falciparum M1AAP inhibitors, biochemical, fluorogenic H-Leu-NHMec substrate, 1536-well (AID 1445) | 220,000 compounds, 0.42% hits | one-dose inhibition, % at 30 µM; IC50 in µM for titrated hits | recombinant M1AAP, H-Leu-NHMec fluorogenic kinetic assay; higher % means a stronger effect | Aminopeptidase N (Plasmodium falciparum (isolate 3D7));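 active = primary inhibition above the hit cutoff, then over 50% inhibition at one or more dose response concentrations, cut at about 23% in these data, passing the limit was not always enough; inconclusive = conflicting primary data, or primary hits not chosen for dose response; inactive = low primary inhibition, or under 50% at every dose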;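 note: plate controls were DMSO full reaction for no effect and no enzyme background for full effect; strong numbers were not always called active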
Dynein cargo inh cytoplasmic EGFP – recorded beside Dynein cargo inh, whose call it bears; z-score; measured here: cytoplasmic GR-EGFP intensity; active compounds read high
Dynein cargo inh nuclear GR-EGFP – recorded beside Dynein cargo inh, whose call it bears; z-score; measured here: nuclear GR-EGFP intensity;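 lower value marks the stronger effect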
Dynein cargo inh cell count – also measured in Dynein cargo inh; calls as there; z-score; measured here: cell count per field
Insulin prom up cell count – also measured in Insulin prom up; calls as there; cell count; measured here: cytotoxicity, nuclei count;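 total cells summed across four imaged fields per well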
Lipid droplet cells 6.5 µM – also measured in Lipid droplet; calls as there; cell count; measured here: cell count, cytotoxicity flag;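 cells counted across two imaged fields per well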
MT stabilizer Hoechst-high % – second read-out of MT stabilizer, no call of its own (marks repeat the call); % Hoechst-high responders; measured here: nuclear condensation Hoechst responders;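 share of cells brighter than vehicle mean plus two SD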
MT stabilizer cytotoxicity % – second read-out of MT stabilizer, no call of its own (marks repeat the call); toxicity, %; measured here: cytotoxicity by cell density;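 0% = mean cell density of plate MIN control wells and 100% = no cells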
Autophagy mod cell loss 18 h – further read-out of Autophagy mod, marked with its call; toxicity, %; measured here: cell loss, nuclei count;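 cell loss after 18 h compound exposure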
Active calls of the source: *.

How did CCN1C(=O)NC2=C(C(=O)c3ccccc32)C1c1ccccc1F (centres undefined) do in these assays?
Dynein cargo inh: 1.3; P. falciparum M17LAP: 2%; Insulin prom up: 0.39; Autophagy mod: inactive; MT stabilizer: 1.6; Lipid droplet: -1; CSM14.1 death rescue: -0.2%; Yfh1-off respiration: inactive; M1AAP inhibition: 6%; Dynein cargo inh cytoplasmic EGFP: 0.15; Dynein cargo inh nuclear GR-EGFP: 0.58; Dynein cargo inh cell count: -1.1; Insulin prom up cell count: 744; Lipid droplet cells 6.5 µM: 749; MT stabilizer Hoechst-high %: 1.4; MT stabilizer cytotoxicity %: 14; Autophagy mod cell loss 18 h: 4

What do the screens show for `NNC(=O)CSc1c(-c2cccs2)[nH]c2ccccc12`?
Dynein cargo inh: -0.43; P. falciparum M17LAP: 8%; Insulin prom up: -0.26; Autophagy mod: inactive; MT stabilizer: 2.1; Lipid droplet: 2; CSM14.1 death rescue: -2.2%; Yfh1-off respiration: inactive; M1AAP inhibition: 8%; Dynein cargo inh cytoplasmic EGFP: -0.19; Dynein cargo inh nuclear GR-EGFP: -0.32; Dynein cargo inh cell count: 0.3; Insulin prom up cell count: 1377; Lipid droplet cells 6.5 µM: 481; MT stabilizer Hoechst-high %: 3.0; MT stabilizer cytotoxicity %: 3.1; Autophagy mod cell loss 18 h: 10

What do the screens show for `COc1ccc(C(c2c(O)ccc3ccccc23)N2CCOCC2)c(OC)c1` (centres undefined)?
Dynein cargo inh: -1.3; P. falciparum M17LAP: -5%; Insulin prom up: -0.85; Autophagy mod: inactive; MT stabilizer: 2.0; CSM14.1 death rescue: -3.8%; M1AAP inhibition: -6%; Dynein cargo inh cytoplasmic EGFP: 0.094; Dynein cargo inh nuclear GR-EGFP: -0.52; Dynein cargo inh cell count: 0.43; Insulin prom up cell count: 1283; MT stabilizer Hoechst-high %: 2.0; MT stabilizer cytotoxicity %: 4.2; Autophagy mod cell loss 18 h: 8

Results for COc1ccc(Cn2nnnc2C(c2cccnc2)N2CCN(c3ccc(O)cc3)CC2)cc1 (centres undefined) ?
Dynein cargo inh: -1.2; P. falciparum M17LAP: -7%; Insulin prom up: 0.41; Autophagy mod: inactive; MT stabilizer: 1.7; Lipid droplet: 17; CSM14.1 death rescue: -1.1%; Yfh1-off respiration: inactive; M1AAP inhibition: 11%; Dynein cargo inh cytoplasmic EGFP: -0.13; Dynein cargo inh nuclear GR-EGFP: -0.48; Dynein cargo inh cell count: 0.69; Insulin prom up cell count: 1795; Lipid droplet cells 6.5 µM: 681; MT stabilizer Hoechst-high %: 2.0; MT stabilizer cytotoxicity %: 21; Autophagy mod cell loss 18 h: 2

Results for CN(C)S(=O)(=O)c1ccc(N2CCCC2)c(C(=O)Nc2nc(-c3ccc(F)cc3)cs2)c1 ?
Dynein cargo inh: 1.3; P. falciparum M17LAP: 9%; Insulin prom up: -0.43; Autophagy mod: inactive; MT stabilizer: 3.3; Lipid droplet: inconclusive; CSM14.1 death rescue: -0.5%; Yfh1-off respiration: inactive; M1AAP inhibition: 13%; Dynein cargo inh cytoplasmic EGFP: -0.27; Dynein cargo inh nuclear GR-EGFP: 0.14; Dynein cargo inh cell count: -0.53; Insulin prom up cell count: 1282; MT stabilizer Hoechst-high %: 4.1; MT stabilizer cytotoxicity %: 3.6; Autophagy mod cell loss 18 h: -13

Results for CCOc1ccc(OCC)c(-c2c(=O)n(OCc3ccccc3C(=O)OC)c3ccccc3[n+]2[O-])c1 ?
Dynein cargo inh: -0.19; P. falciparum M17LAP: 10%; Insulin prom up: -1.2; Autophagy mod: inactive; MT stabilizer: 0.8; CSM14.1 death rescue: 2.5%; Yfh1-off respiration: inactive; M1AAP inhibition: 2%; Dynein cargo inh cytoplasmic EGFP: -0.19; Dynein cargo inh nuclear GR-EGFP: -0.2; Dynein cargo inh cell count: 0.45; Insulin prom up cell count: 1612; MT stabilizer Hoechst-high %: 1.0; MT stabilizer cytotoxicity %: 6.1; Autophagy mod cell loss 18 h: 5

Results for CCN(CC)CCNC(=O)c1[nH]c2ccc(OCc3ccccc3)cc2c1C ?
Dynein cargo inh: inactive; P. falciparum M17LAP: -4%; Insulin prom up: 0.58; Autophagy mod: inactive; MT stabilizer: 2.1; Lipid droplet: -31; CSM14.1 death rescue: -1.1%; Yfh1-off respiration: inactive; M1AAP inhibition: 4%; Dynein cargo inh cell count: -7.3; Insulin prom up cell count: 1332; Lipid droplet cells 6.5 µM: 626; MT stabilizer Hoechst-high %: 2.6; MT stabilizer cytotoxicity %: 6.6; Autophagy mod cell loss 18 h: 7

What do the screens show for `CCn1c(-c2ccccc2)ccc(C#N)c1=O`?
Dynein cargo inh: -0.19; P. falciparum M17LAP: -1%; Insulin prom up: -0.1; Autophagy mod: inactive; MT stabilizer: 1.7; Lipid droplet: 4; CSM14.1 death rescue: -1.8%; Yfh1-off respiration: inactive; M1AAP inhibition: 5%; Dynein cargo inh cytoplasmic EGFP: -0.26; Dynein cargo inh nuclear GR-EGFP: 0.097; Dynein cargo inh cell count: 0.29; Insulin prom up cell count: 1975; Lipid droplet cells 6.5 µM: 678; MT stabilizer Hoechst-high %: 1.3; MT stabilizer cytotoxicity %: 2.3; Autophagy mod cell loss 18 h: 2

How did O=C(NC1CCCC1)c1ccc(CSCc2ccccc2F)o1 do in these assays?
Dynein cargo inh: -0.54; P. falciparum M17LAP: 6%; Autophagy mod: inactive; MT stabilizer: 1.1; Lipid droplet: -11; CSM14.1 death rescue: 0.8%; Yfh1-off respiration: inactive; M1AAP inhibition: 7%; Dynein cargo inh cytoplasmic EGFP: -0.21; Dynein cargo inh nuclear GR-EGFP: -0.092; Dynein cargo inh cell count: 0.81; Lipid droplet cells 6.5 µM: 825; MT stabilizer Hoechst-high %: 2.0; MT stabilizer cytotoxicity %: 10; Autophagy mod cell loss 18 h: -2

How did COc1ccc(-n2nnnc2SCc2nc3ccccc3s2)cc1 do in these assays?
Dynein cargo inh: -0.13; P. falciparum M17LAP: -18%; Insulin prom up: 0.81; Autophagy mod: inactive; MT stabilizer: 1.4; CSM14.1 death rescue: -1.5%; Yfh1-off respiration: inactive; M1AAP inhibition: 5%; Dynein cargo inh cytoplasmic EGFP: -0.015; Dynein cargo inh nuclear GR-EGFP: 0.11; Dynein cargo inh cell count: -0.42; Insulin prom up cell count: 893; MT stabilizer Hoechst-high %: 1.6; MT stabilizer cytotoxicity %: 4.2; Autophagy mod cell loss 18 h: 9

Results for CCOC(=O)CSc1nc2ccccc2c(=O)n1CCC(=O)NCCc1ccc(OC)c(OC)c1 ?
Dynein cargo inh: -0.97; P. falciparum M17LAP: -10%; Insulin prom up: -0.12; Autophagy mod: inactive; MT stabilizer: 1.0; Lipid droplet: 10; CSM14.1 death rescue: 0.1%; Yfh1-off respiration: inactive; M1AAP inhibition: -6%; Dynein cargo inh cytoplasmic EGFP: -0.07; Dynein cargo inh nuclear GR-EGFP: -0.21; Dynein cargo inh cell count: 0.73; Insulin prom up cell count: 860; Lipid droplet cells 6.5 µM: 775; MT stabilizer Hoechst-high %: 1.3; MT stabilizer cytotoxicity %: 4.9; Autophagy mod cell loss 18 h: 37

What do the screens show for `COc1ccccc1N1CCN(CC(O)COc2ccc(S(=O)(=O)N3CCOCC3)cc2)CC1` (centres undefined)?
Dynein cargo inh: -0.24; P. falciparum M17LAP: -2%; Insulin prom up: -3.8; Autophagy mod: inactive; MT stabilizer: 5.5; CSM14.1 death rescue: 0.2%; Yfh1-off respiration: inactive; M1AAP inhibition: 12%; Dynein cargo inh cytoplasmic EGFP: -0.29; Dynein cargo inh nuclear GR-EGFP: 0.042; Dynein cargo inh cell count: -0.75; Insulin prom up cell count: 753; MT stabilizer Hoechst-high %: 2.4; MT stabilizer cytotoxicity %: 8.1; Autophagy mod cell loss 18 h: -12

How did Fc1ccc(OCc2nc3ccccc3s2)cc1 do in these assays?
Dynein cargo inh: 0.16; P. falciparum M17LAP: -1%; Insulin prom up: -0.04; Autophagy mod: inactive; MT stabilizer: 3.5; Lipid droplet: 2; CSM14.1 death rescue: 0.4%; Yfh1-off respiration: inactive; M1AAP inhibition: 1%; Dynein cargo inh cytoplasmic EGFP: -0.29; Dynein cargo inh nuclear GR-EGFP: -0.048; Dynein cargo inh cell count: -0.91; Insulin prom up cell count: 1648; Lipid droplet cells 6.5 µM: 609; MT stabilizer Hoechst-high %: 3.1; MT stabilizer cytotoxicity %: 6.9; Autophagy mod cell loss 18 h: 6

What do the screens show for `COc1cccc2cc(/C(C)=N/NC(=O)c3ccco3)oc12`?
Dynein cargo inh: -0.49; P. falciparum M17LAP: 14%; Insulin prom up: 0.05; Autophagy mod: inactive; MT stabilizer: 2.1; Lipid droplet: 2; Yfh1-off respiration: inactive; M1AAP inhibition: 7%; Dynein cargo inh cytoplasmic EGFP: -0.34; Dynein cargo inh nuclear GR-EGFP: -0.34; Dynein cargo inh cell count: 0.93; Insulin prom up cell count: 1042; Lipid droplet cells 6.5 µM: 656; MT stabilizer Hoechst-high %: 2.0; MT stabilizer cytotoxicity %: 0.4; Autophagy mod cell loss 18 h: -5
